Compound activity from PubChem.
GRK2 aptamer HTS – compounds blocking aptamer binding on GRK2 – biochemical, human GRK2, bead flow cytometry, HTS, primary screen; Beta-adrenergic receptor kinase 1 (Homo sapiens), P25098; FAM-aptamer displacement from GRK2; inhibition of aptamer binding, % at 10 µM; 0.59% of 330,000 active; AID 488847, 2010;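 active = inhibition of aptamer binding above 40%, roughly 3 SD of noise, on plates passing a quality check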;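 note: median bead fluorescence of bound FAM aptamer so fluorescent compounds give negative values; no value below 0 was filed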
Target sequence (P25098 whole entry, looked up): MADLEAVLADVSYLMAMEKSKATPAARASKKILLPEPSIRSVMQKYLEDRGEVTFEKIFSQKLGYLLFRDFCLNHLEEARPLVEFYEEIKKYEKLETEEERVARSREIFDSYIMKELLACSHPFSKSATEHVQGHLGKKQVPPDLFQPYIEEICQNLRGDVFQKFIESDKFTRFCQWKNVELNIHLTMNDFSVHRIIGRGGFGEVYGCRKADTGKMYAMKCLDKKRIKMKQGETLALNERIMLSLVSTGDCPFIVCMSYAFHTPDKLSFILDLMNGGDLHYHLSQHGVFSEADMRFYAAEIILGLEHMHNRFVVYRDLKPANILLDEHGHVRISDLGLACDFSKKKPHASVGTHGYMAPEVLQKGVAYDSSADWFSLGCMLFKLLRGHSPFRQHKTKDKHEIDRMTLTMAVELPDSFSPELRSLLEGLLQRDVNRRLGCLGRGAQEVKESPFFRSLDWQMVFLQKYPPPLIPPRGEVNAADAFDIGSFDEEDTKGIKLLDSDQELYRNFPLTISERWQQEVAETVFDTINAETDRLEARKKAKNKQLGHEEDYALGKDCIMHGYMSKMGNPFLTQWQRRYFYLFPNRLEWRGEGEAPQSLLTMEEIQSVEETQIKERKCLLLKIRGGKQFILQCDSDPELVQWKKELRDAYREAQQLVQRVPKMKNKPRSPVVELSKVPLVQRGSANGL
MEP2-GFP yeast – modulators of MEP2-GFP levels in yeast, primary screen, S. cerevisiae, multiplex flow cytometry, MLPCN library | 0.51% of 330,000 active | GFP response vs DMSO, % at 10 µM | AID 2016, 2009 | S. cerevisiae MEP2-GFP strain, 3 h; 100% = DMSO control level;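 active = GFP response versus DMSO above a set limit, roughly screen mean plus 3 SD, cut at about 180% in these data; inconclusive = fewer than 70 cells counted for a yeast strain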;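 note: median GFP fluorescence of the barcode-gated MEP2-GFP cells per well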
VLA-4 inh – inhibition in human VLA-4 binding assay, primary screen, VLA-4 allosteric modulator project, MLPCN library, flow cytometry, VLA-4 expressing cells; Integrin alpha-4 (Homo sapiens), P13612; ligand binding flow cytometry; inhibition, % (about 7 µM as worked out from the volumes in the protocol); 0.2% of 330,000 active; in the data active = inhibition above about 50%
AGP1-GFP MLPCN – modulators of AGP1-GFP expression in yeast TOR pathway, primary screen, cell-based, multiplex flow cytometry, S. cerevisiae, MLPCN library; 0.02% of 320,000 active; 3 h; GFP as percent of DMSO wells; GFP response vs DMSO, % at 10 µM;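 active = GFP response relative to DMSO above a set limit, near screen average plus 3 SD, cut at about 150% in these data; inconclusive = fewer than 70 cells counted for the yeast strain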;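 note: median GFP channel fluorescence of the gated AGP1 strain per well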
LAP4-GFP MLPCN – modulators of LAP4-GFP expression in yeast, primary screen, S. cerevisiae, multiplex flow cytometry, MLPCN library | GFP response vs DMSO, % at 10 µM | 3 h; median GFP as percent of DMSO wells | 0.34% of 320,000 active | AID 2023, 2009;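 active = GFP response vs DMSO above a set limit, about the screen mean plus 3 SD, cut at about 150% in these data; inconclusive = under 70 cell events counted for the yeast strain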
RPL19A-GFP yeast – RPL19A-GFP expression modulators in yeast, primary screen, cell-based, S. cerevisiae, multiplex flow cytometry, MLPCN. S. cerevisiae RPL19A-GFP strain, 3 h; active compounds read low. percent response vs DMSO, % at 10 µM. 0.3% of 330,000 active;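 active = percent response vs DMSO below 50%; inconclusive = fewer than 70 events counted for the yeast strain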;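 note: median channel GFP fluorescence of the barcoded RPL19A-GFP strain; ratio of sample median GFP to plate DMSO average so 100% = DMSO; lower means less RPL19A-GFP as with rapamycin TOR inhibition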
Yeast superoxide – reduction of superoxide in aged yeast, primary screen, HTS | S. cerevisiae aged cells, superoxide DHE fluorescence; active compounds read low | superoxide response (% of plate mean), % at 10 µM | 0.18% of 330,000 active;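 active = superoxide response under a set limit, about three screen SD below normal, cut at about 65% in these data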;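 note: yeast aged for seven days with compound at 30 °C before DHE staining; 100% = average MFI of all compound-treated wells on the plate with controls excluded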
CIT2-GFP yeast – modulators of CIT2-GFP expression in yeast, primary screen, S. cerevisiae, GFP fusion, multiplex flow cytometry, MLPCN library; S. cerevisiae CIT2-GFP strain, 3 h; 100 means same as DMSO wells; AID 2029, 2009; GFP response vs DMSO, % at 10 µM; 0.065% of 320,000 active;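 active = GFP response relative to DMSO above a set limit, near the screen mean plus 3 SD, cut at about 150% in these data; inconclusive = Fewer than 70 cells measured for a yeast strain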;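 note: ratio of well median GFP fluorescence to mean of DMSO wells on the plate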
Numbers without * were called inactive; ? = inconclusive; nt = no result given; [ ] = another dose, or the depositor's remark. Rows were taken by chance. Share with any hit: about 1.7%.

mol	GRK2 aptamer HTS	MEP2-GFP yeast	VLA-4 inh	AGP1-GFP MLPCN	LAP4-GFP MLPCN	RPL19A-GFP yeast	Yeast superoxide	CIT2-GFP yeast
O=C(CCCn1ncn2c(cc3occc32)c1=O)N1CCc2ccccc2C1	0	97	9	98	97	97	93	98
Cc1cc(C)cc(NC(=O)NCc2c(-c3ccccc3)noc2C)c1	3	112	8	109	114	110	109	102
C=CCNS(=O)(=O)c1ccc(OCC(=O)OCC)cc1	0	95	3	89	94	91	87	94
O=C(NC1=NCCS1)c1cccs1	0	91	-11	102	101	102	90	115
O=C(C/C=N\OCc1ccc([N+](=O)[O-])cc1)Nc1ccc(F)cc1F	1	98	2	93	98	93	113	nt
Cc1sc2nc(CN(C(=O)NC3CCCCC3)C3CCCC3)[nH]c(=O)c2c1C	1	107	7	108	96	103	84	100
COC(CNC(=O)c1ccc2c(c1)ncn2-c1cccc(F)c1)OC	5	115	-6	110	108	107	104	104
CC(C)(C)C1CCC(=NNC(=O)CC(=O)NCc2ccccc2)CC1 (stereo not drawn)	1	100	-7	99	93	99	94	107
COCCCn1c(SCC(=O)Nc2sc3c(c2C#N)CCCC3)nnc1-c1ccncc1	1	102	-5	100	103	99	108	100
Cc1ccc(C2=CSC3=NS(=O)(=O)CCN23)cc1C	6	101	46	103	104	102	100	99
CC12CCCCC1NS(=O)(=O)OC2 (stereo not drawn)	5	95	47	83	129	93	97	92
Cc1ccc2c(c1)C1C3CCC(C3)C1S(=O)N2 (stereo not drawn)	3	101	-2	115	110	100	96	120
Cc1ccc(-c2[nH]nc(N)c2N=Nc2ccccc2C)cc1	2	101	3	99	103	97	101	92
Cc1ccccc1NC(=O)CSCC(=O)Nc1ccccc1C	1	104	22	103	102	102	94	92
COc1cccc(C2NC(=O)c3ccccc3O2)c1OC (stereo not drawn)	1	95	-7	94	97	96	100	80
Cc1ccc(C(=O)C2CCN(S(=O)(=O)c3c(C)noc3C)CC2)cc1	1	105	4	103	106	104	111	95
COc1ccc(C2COc3cc(O)ccc3C2)c(OC)c1O (stereo not drawn)	2	106	-28	105	107	100	74	101
C[N+]1(CC(=O)OC2CCCCCCCCCCC2)CCCC1	0	107	-5	110	111	112	114	118
CC(=O)c1c(C(C)=O)c(C)n(-c2nc(-c3ccc(C)c(C)c3)c(C)s2)c1C	2	102	0	99	101	98	109	93
COc1cc2c(cc1OC)C(c1cc3cc4c(cc3[nH]c1=O)OCO4)N(C(=O)C1CC1)CC2 (stereo not drawn)	0	93	24	72	93	111	103	65
Clc1ccccc1-c1nnc2sc(-c3ccncc3)nn12	3	107	3	104	105	104	93	107
O=C1c2cccnc2C(Nc2ccc(S(=O)(=O)N3CCCCCC3)cc2)N1Cc1ccccc1 (stereo not drawn)	1	98	2	97	99	96	107	95
O=C1Nc2ccccc2C1=Nc1ccc(S(=O)(=O)Nc2nccs2)cc1	3	107	6	114	110	106	100	109
COc1ccc(OCC(O)CN2CCCC2)cc1 (stereo not drawn)	3	110	-7	104	100	104	100	103

Rewritten field by field: part of the list above.
Molecule: CC(=O)c1c(C(C)=O)c(C)n(-c2nc(-c3ccc(C)c(C)c3)c(C)s2)c1C
  GRK2 aptamer HTS: 2 | MEP2-GFP yeast: 102 | VLA-4 inh: 0 | AGP1-GFP MLPCN: 99 | LAP4-GFP MLPCN: 101 | RPL19A-GFP yeast: 98 | Yeast superoxide: 109 | CIT2-GFP yeast: 93

Molecule: COc1ccc(C2COc3cc(O)ccc3C2)c(OC)c1O (stereo not drawn)
  GRK2 aptamer HTS: 2 | MEP2-GFP yeast: 106 | VLA-4 inh: -28 | AGP1-GFP MLPCN: 105 | LAP4-GFP MLPCN: 107 | RPL19A-GFP yeast: 100 | Yeast superoxide: 74 | CIT2-GFP yeast: 101

Molecule: Clc1ccccc1-c1nnc2sc(-c3ccncc3)nn12
  GRK2 aptamer HTS: 3 | MEP2-GFP yeast: 107 | VLA-4 inh: 3 | AGP1-GFP MLPCN: 104 | LAP4-GFP MLPCN: 105 | RPL19A-GFP yeast: 104 | Yeast superoxide: 93 | CIT2-GFP yeast: 107

Molecule: O=C1c2cccnc2C(Nc2ccc(S(=O)(=O)N3CCCCCC3)cc2)N1Cc1ccccc1 (stereo not drawn)
  GRK2 aptamer HTS: 1 | MEP2-GFP yeast: 98 | VLA-4 inh: 2 | AGP1-GFP MLPCN: 97 | LAP4-GFP MLPCN: 99 | RPL19A-GFP yeast: 96 | Yeast superoxide: 107 | CIT2-GFP yeast: 95

Later entries:
mol	GRK2 aptamer HTS	MEP2-GFP yeast	VLA-4 inh	AGP1-GFP MLPCN	LAP4-GFP MLPCN	RPL19A-GFP yeast	Yeast superoxide	CIT2-GFP yeast
CN(C)C(CNC(=O)C1CCCN(C(=O)c2ccc(Cl)cc2)C1)c1ccco1 (stereo not drawn)	68*	95	13	93	88	95	101	92
Cc1ccc(NC(=S)N2CCC(N(C)CC3CCCO3)CC2)cc1 (stereo not drawn)	0	99	7	103	101	99	97	95
Cc1ccc(SCc2nc(N)nc(Nc3ccccc3C)n2)cc1C	0	101	54*	101	106	96	137	92
O=C(CSc1nc2c(cnn2-c2ccc(F)cc2)c(=O)[nH]1)N1CCOCC1	0	99	-6	101	100	99	109	95
Cc1nnc2sc(SCC(=O)Nc3ccc(Cl)cc3)nn2c1=O	1	108	7	96	98	102	102	107
Cc1ccc(C(C)NC(=O)c2cccs2)cc1 (stereo not drawn)	2	101	-9	109	100	99	94	101
CCc1ccc(C2=CSC3=NCCN23)cc1	3	106	16	103	100	106	87	108
O=C(Cn1nc2ccccc2n1)N/N=C/c1cc([N+](=O)[O-])ccc1O	0	102	4	102	107	101	94	102
COc1ccc(C(c2nnnn2C2CCCC2)N2CCC(C)CC2)cc1 (stereo not drawn)	4	114	0	108	109	108	103	110
Cc1ccc(NC(=S)Nc2cccc3cnccc23)c(C)c1	0	109	-3	99	101	102	95	102
O=C(c1ccccc1)N1CCN(C2CCCCC2)CC1	1	98	3	97	96	97	88	92
CCOc1ccccc1/C=C/C(=O)c1ccc(Cl)cc1	8	105	-2	105	116	88	95	96
CN1CCCN(C(=O)c2cc3c(s2)CCCC3)CC1	0	90	11	97	86	100	100	99
O=C(N/N=C/c1ccc(N2CCOCC2)cc1)c1ccccn1	2	104	-18	104	104	102	94	105
CC(=O)NC1(C(F)(F)F)C(=O)N(Cc2ccccc2)C2=C1C(=O)CC(C)(C)C2 (stereo not drawn)	5	97	14	99	93	92	93	86
CC(C)OCCCNC(=O)C1CCN(S(=O)(=O)N2CCCC2)CC1	1	109	42	107	93	98	103	105

A draw from above in order of number of heavy atoms, rising.
mol	GRK2 aptamer HTS	MEP2-GFP yeast	VLA-4 inh	AGP1-GFP MLPCN	LAP4-GFP MLPCN	RPL19A-GFP yeast	Yeast superoxide	CIT2-GFP yeast
CN1CCCN(C(=O)c2cc3c(s2)CCCC3)CC1	0	90	11	97	86	100	100	99
O=C(c1ccccc1)N1CCN(C2CCCCC2)CC1	1	98	3	97	96	97	88	92
CC(=O)NC1(C(F)(F)F)C(=O)N(Cc2ccccc2)C2=C1C(=O)CC(C)(C)C2 (stereo not drawn)	5	97	14	99	93	92	93	86

Continued:
mol	GRK2 aptamer HTS	MEP2-GFP yeast	VLA-4 inh	AGP1-GFP MLPCN	LAP4-GFP MLPCN	RPL19A-GFP yeast	Yeast superoxide	CIT2-GFP yeast
COc1ccc(CCNC(=O)COC(=O)CCC(=O)c2ccc(F)cc2)cc1	0	105	1	109	108	100	99	101
COCCOC(=O)C1=C(C)NC(=O)NC1c1ccc(-c2ccc(F)cc2)o1 (stereo not drawn)	1	107	4	104	105	100	103	103
O=C1OC(Cc2ccccn2)C(O)=C1C1=NCCCCN1 (stereo not drawn)	1	100	0	105	98	101	94	97
CC(C)C(OC(=O)c1cccs1)C(=O)NCc1ccco1 (stereo not drawn)	1	106	21	114	107	108	101	101
Cc1[nH]c2ccc(S(N)(=O)=O)cc2c1C	0	99	-10	103	107	97	104	98
CCNS(=O)(=O)c1ccc(NC(=O)c2c(-c3ccccc3)noc2C)cc1	1	101	0	107	102	93	90	107
COc1ccc(C(=O)NCCCn2ccnc2)cc1[N+](=O)[O-]	0	99	9	106	106	101	100	107
Cc1nn(CC2CC2)c(=O)n1-c1ccc(Cl)cc1	0	104	1	101	99	108	107	104
CCOC(=O)c1cc(CC)sc1NC(=O)COC(=O)c1ccccn1	0	99	-1	107	114	99	104	99
O=C(CS(=O)(=O)c1ccc(F)cc1)Nc1nccs1	0	91	17	103	98	92	92	87
O=C(/C=C/c1ccccc1)NC1CCSC1=O (stereo not drawn)	0	99	7	92	87	103	92	96
COc1ccc(CCC(=O)Nc2nc(-c3ccncc3)cs2)cc1	0	106	-22	114	102	108	104	103
COc1ccc(-n2c(SCC(=O)c3ccc[nH]3)nnc2-c2ccccc2)cc1	3	103	-3	92	89	101	98	93
O=C(NCc1cccnc1)c1ccc(Br)s1	2	101	0	100	105	101	110	102
CCCCN(C(=O)C1CCC1)c1c(N)n(CCC)c(=O)[nH]c1=O	0	111	0	104	108	99	108	107
CN(C)CCCN(Cc1cc2cc3c(cc2[nH]c1=O)OCCO3)C(=O)NC1CCCCC1	0	103	-1	105	90	108	108	105

Sorted by the number under RPL19A-GFP yeast (high to low): some entries from above
Compound,RPL19A-GFP yeast
COc1ccc(CCC(=O)Nc2nc(-c3ccncc3)cs2)cc1,108
O=C1OC(Cc2ccccn2)C(O)=C1C1=NCCCCN1 (stereo not drawn),101
Cc1[nH]c2ccc(S(N)(=O)=O)cc2c1C,97
Cc1ccc(SCc2nc(N)nc(Nc3ccccc3C)n2)cc1C,96

(cont.)
mol	GRK2 aptamer HTS	MEP2-GFP yeast	VLA-4 inh	AGP1-GFP MLPCN	LAP4-GFP MLPCN	RPL19A-GFP yeast	Yeast superoxide	CIT2-GFP yeast
CC1C(=O)N(Cc2cccc(F)c2)c2ccccc2N1C(=O)c1ccccc1 (stereo not drawn)	0	263*[may fluoresce violet]	-29	?	97[may fluoresce violet]	63[may fluoresce violet]	96	?
O=[N+]([O-])c1ccc(N2CCOCC2)cc1N1CCCCC1	4	97	25	101	98	99	147	102
Cc1ccc(S(=O)(=O)N(C)C)cc1NC(=O)c1cc(=O)[nH]c2ccccc12	0	105	-2	101	97	109	99	109
CCCN(CCC)S(=O)(=O)c1ccc(C(=O)NNc2nc(-c3ccccc3)c3cc(Br)ccc3n2)cc1	2	105	-1	99	103	100	112	101
CCc1nnc(NS(=O)(=O)c2ccc(NC(=S)NC(=O)c3cccnc3)cc2)s1	1	95	5	106	100	98	101	99
Cc1cccc(NC(=S)NC(C)C(c2ccccc2)N2CCN(C)CC2)c1C (stereo not drawn)	0	90	20	91	97	89	112	92
COc1cc(/C=N/NC(=O)c2ccc(O)cc2)ccc1OCC(=O)Nc1cccc([N+](=O)[O-])c1	0	108	-2	65	96	103	95	100
O=S(=O)(c1ccc(SCCO)nc1)N1CCOCC1	7	101	2	108	109	104	99	103
O=C(c1ccccc1)c1ccc(N2CCOCC2)c(NC(=O)c2ccco2)c1	5	105	-8	93	108	99	85	80
COc1ccc(C(=O)OCC(=O)Nc2ccc(F)c(F)c2F)cc1OC	6	107	7	106	98	102	100	105
